# Screening data: PubChem BioAssay, Sanford-Burnham Center for Chemical Genomics
# MIN6 prolif = induces beta-cell replication in MIN6 cells. MIN6 cells proliferation, ATPlite luminescence, 48 h; cells starved in 0.2% serum; 100% = growth in 10% serum. actives 0.29% (n = 330,000). proliferation, % at 10 µM;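 active = compounds whose signal lies at least 3.5 SD above the mean of all wells on their plate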;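 also: 0% = DMSO-treated cells in low-serum medium and 100% = 10% serum control; some compounds called inactive have numbers as strong as hits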
# SENP1 FRET inh = SENP1 (human) catalytic domain inhibition; Q9P0U3; actives 0.21% (n = 360,000); inhibition, % at 10 µM; recombinant SENP1 catalytic domain, CyPet-SUMO1-YPet FRET cleavage; AID 624204;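 active = inhibition at least 30% at 10 µM, raw YFP signal under a set limit, fluorescence ratio 0.5 to 1.5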;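 also: 0% = enzyme with DMSO and 100% = no enzyme wells; some results filed as inactive read as strong as hits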
#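 Compound: 10 µM single point, 0.5% DMSO; Test system: hSENP1 catalytic domain, recombinant; Timing: 50 min reaction at room temperature; Technique: FRET, CFP and YFP emission; Control set: no-enzyme wells low, DMSO-plus-enzyme wells high control.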
# SENP8 block-1 = inhibitors of human SENP8 protease; Q96LD8; recombinant SENP8, Nedd8 substrate fluorescence; inhibition, % at 20 µM; actives 0.64% (n = 360,000); AID 602440; in the data active = inhibition mostly above about 40%, no sharp cut-off; inactive = mostly below about 27%
# Target sequence (Q96LD8 whole entry, looked up): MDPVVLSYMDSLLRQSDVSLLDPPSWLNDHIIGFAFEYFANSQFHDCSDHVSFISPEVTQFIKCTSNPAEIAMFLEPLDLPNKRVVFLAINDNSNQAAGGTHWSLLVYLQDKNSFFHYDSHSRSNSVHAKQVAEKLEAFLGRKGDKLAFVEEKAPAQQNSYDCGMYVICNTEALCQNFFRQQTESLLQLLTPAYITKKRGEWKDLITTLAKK
# SENP8 block-2 = inhibitors of human SENP8 protease; Q96LD8; purified SENP8, Z-RLRGG-aminoluciferin cleavage, luminescence; inhibition, % at 10 µM; actives 1.2% (n = 330,000); AID 2540; in the data active = inhibition above about 50%
# SENP7 block = SENP7 protease inhibition; recombinant SENP7, Z-RLRGG-aminoluciferin luminescence, 40 min; inhibition, % at 5 µM; actives 1.5% (n = 330,000); AID 434973;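 active = inhibition above about 50% at the single test dose, limit read from the data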;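 also: plate controls were DMSO with enzyme for no effect and no enzyme buffer wells for full effect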
# Target sequence (Q9BQF6 706-1050 limits assumed): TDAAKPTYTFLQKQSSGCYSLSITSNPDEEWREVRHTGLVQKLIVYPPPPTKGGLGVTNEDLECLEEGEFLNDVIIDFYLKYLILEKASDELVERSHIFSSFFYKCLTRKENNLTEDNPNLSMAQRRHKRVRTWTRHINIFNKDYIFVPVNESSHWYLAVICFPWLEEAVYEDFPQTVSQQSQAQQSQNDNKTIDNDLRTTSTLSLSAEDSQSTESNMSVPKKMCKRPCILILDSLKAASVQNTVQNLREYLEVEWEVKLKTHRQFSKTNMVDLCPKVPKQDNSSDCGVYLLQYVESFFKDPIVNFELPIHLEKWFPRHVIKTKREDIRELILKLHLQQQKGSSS
# PfGluPho inh = PfG6PD (Plasmodium falciparum) enzyme inhibition. PfGluPho enzyme, NADPH resazurin-diaphorase fluorescence. inhibition, % at 20 µM. actives 0.78% (n = 350,000). AID 504690;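 active = inhibition reaching at least a set limit at 20 µM in the primary screen, cut at about 59% in these data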;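 also: 0% = DMSO wells with substrate and 100% = DMSO wells lacking glucose-6-phosphate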
# HKDC1 inh = blocks human hexokinase HKDC1 activity; recombinant HKDC1, G6PDH/diaphorase resazurin coupled fluorescence; actives 0.16% (n = 340,000); Q2TB90; inhibition, % at 20 µM;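 active = inhibition above about 35% when tested at 20 µM, limit read from the data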;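 also: plate controls were DMSO wells with enzyme for no effect and DMSO wells lacking enzyme for full effect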
#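 Material: recombinant HKDC1 hexokinase; Amount: HKDC1 at 5 µg/mL; Medium: Tris pH 8.0 buffer with MgCl2, Tween-20, BSA, BME; Schedule: 90 min reaction incubation at room temperature, dark; Technique: coupled resazurin fluorescence, excitation 525 nm, emission 613 nm.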
# UBC13 polyUb = human UBC13 polyubiquitination inhibition. actives 0.47% (n = 330,000). inhibition, % at 20 µM. P61088. AID 485273. UBC13 polyubiquitin chain formation, TR-FRET; in the data active = inhibition above about 45%, passing the limit was not always enough
# SENP6 block = SENP6 protease inhibition; actives 1.8% (n = 330,000); AID 2599; inhibition, % at 10 µM; Recombinant SENP6 catalytic domain, aminoluciferin luminescence;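 active = inhibition above about 50% at the single tested dose, limit read from the data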;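 also: plate controls were DMSO wells with enzyme for no effect and DMSO wells lacking enzyme for full effect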
# Target sequence (Q9GZR1 628-1112 limits assumed): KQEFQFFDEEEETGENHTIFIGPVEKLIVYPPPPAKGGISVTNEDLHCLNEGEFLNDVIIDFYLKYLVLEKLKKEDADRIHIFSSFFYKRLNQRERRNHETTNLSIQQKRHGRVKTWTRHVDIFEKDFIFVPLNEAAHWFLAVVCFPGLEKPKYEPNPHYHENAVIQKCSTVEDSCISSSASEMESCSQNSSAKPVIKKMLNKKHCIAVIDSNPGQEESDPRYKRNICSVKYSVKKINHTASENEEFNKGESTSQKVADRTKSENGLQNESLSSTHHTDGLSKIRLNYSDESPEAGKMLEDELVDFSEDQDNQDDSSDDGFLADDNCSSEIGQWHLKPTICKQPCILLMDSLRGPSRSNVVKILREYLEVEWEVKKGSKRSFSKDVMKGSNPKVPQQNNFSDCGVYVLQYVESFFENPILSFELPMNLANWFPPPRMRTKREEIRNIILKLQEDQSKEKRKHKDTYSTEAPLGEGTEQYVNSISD
# * = called active by the depositor; . = no result given; & = joins results of further samples.
SMILES,MIN6 prolif,SENP1 FRET inh,SENP8 block-1,SENP8 block-2,SENP7 block,PfGluPho inh,HKDC1 inh,UBC13 polyUb,SENP6 block
Cc1ccc2c(C)c(C(=O)N3CCCCC3CO)oc2c1C (stereo not given),3,2,4,-4,1,5,-4,1,-8
CN(C)C=NCCn1c(N2CCOCC2)nc2c1c(=O)n(C)c(=O)n2C,-1,1,22,-11,-12,-2,-4,-4,-21
CCn1c(CSCc2ccc(C)cc2)nnc1SCC(=O)N1CCN(c2ccccc2)CC1,-4,-2,14,2,2,0,-2,-7,10
NC(=O)C1CCN(C(=O)c2ccc(-c3ccccc3)cc2)CC1,-5,0,18,-12,-5,-7,-6,-9,-12
CCCn1c(-c2cccnc2Cl)nc2cc(Cl)c(Cl)cc21,-5,-7,-101,-10,-2,7,-5,4,-17
CC(CN1CCCCC1)OC(=O)CCc1ccccc1 (stereo not given),-1,0,12,6,10,4,-7,4,4
CCN(CC)CCN(Cc1cc2ccc(C)cc2[nH]c1=O)C(=S)Nc1ccccc1C(=O)OC,-5,-8,-16,-4,-4,38,2,1,-6
Cc1cccc(N2CCN(C(=O)COc3cc(=O)n(C)c4ccccc34)CC2)c1C,0,2,16,-1,4,20,8,9,-4
COc1ccc(CCNC(=O)C(C)OC(=O)c2nsc(Cl)c2Cl)cc1OC (stereo not given),-1,2,-2,1,-10,12,-7,1,10
COc1ccccc1CNC(=O)CCC(=O)N1Cc2cccc(OC)c2Oc2ncccc21,0,3,20,5,4,9,-2,-6,1
CS(=O)(=O)c1ccccc1-c1csc(N2CCC(C(N)=O)CC2)n1,1,.,.,1,-7,22,-4,8,0
N/C(=N\OC(=O)Cc1ccc(-c2ccccc2)cc1)c1ccncc1,-1,1,-16,-3,2,14,-5,2,6
O=C1CC2(CCCCC2)Oc2ccccc21,0,4,14,0,-8,2,5,19,1
CCOc1ccccc1C(=O)OCC(=O)Nc1nnc(-c2ccccc2)o1,3,-2,-32,14,-9,-15,-1,1,7
CCc1ncc(CN2CCCC(C(=O)Nc3ccc(-c4cscn4)cc3)C2)cn1 (stereo not given),-2,0,-2,-3,-3,-8,0,-1,8
COc1ccc(OC)c(/C=N/NC(=O)c2c(C)nc3ccc(C)cn23)c1,-5,-88,-267,-14,-1,62*,-2,10,-30
CCc1nc(NCc2cccnc2)c2oc3ccccc3c2n1,0,-3,-6,-10,-4,5,-3,3,-6
Cc1ccc(NC(=O)CCNC(=O)c2ccc(Cl)cc2)cc1F,-3,1,12,-1,6,17,-4,5,-2
CCC(CO)Oc1cc(NC(=O)c2ccccc2N)c2ncn(C(C)C)c2c1 (stereo not given),2,-6,-461,-4,-10,13,15,-15,-34
Cc1ccc(C(=O)Nc2cccc(C(F)(F)F)c2)cc1NC(=O)c1nccnc1N,1,-9&-10,-291,-2,-6,11&-5,-1,-6,-10
CC12CCC(C(=O)Nc3ccccc3)(C(Br)C1=O)C2(C)C (stereo not given),-2,-1,26,6,6,-6,15,-4,12
COC(=O)/C(=C1/Oc2ccc(C(C)(C)C)cc2S1)C(F)(F)F,-2,-1,3,1,13,-8,-1,-1,7
O=C(c1ccc(Cl)c(S(=O)(=O)N2CCCC2)c1)N1CCCCC1,1,1,11,-6,-8,5,-4,-1,-10
O=C(CSc1nc2c(c(=O)n1-c1ccc(Cl)cc1)SCC2)N1CCOCC1,3,-2,-3,-6,-6,1,2,-5,-4
CCC(C)(C)NC(=O)c1cc(OC)c(OC)cc1[N+](=O)[O-],-5,0,18,-9,-3,4,-12,-7,-27
Cc1nnc(NC(=O)CSc2ccc(-c3ccco3)nn2)s1,-2,-1,-13,-9,-9,-6,5,-7,-9
Cc1cc(C)c(C(=O)OCC(=O)NC(=O)c2ccccc2)c(C)c1,0,2,4,5,-1,-3,-6,2,-3
O=C(CN1C(=O)/C(=C\c2ccccc2F)SC1=S)Nc1nc2ccccc2s1,-2,-12,6,0,5,-42,9,-13,12
O=C(Nc1ccc2c(c1)OCO2)c1c[nH]c(=O)n(-c2ccc(F)cc2)c1=O,-3,-2,-3,3,4,17,6,-11,5
COc1ccc(C2NC(C(=O)O)CS2)cc1COCC(F)(F)F (stereo not given),-2,.,.,2,-1,-2,-6,9,-14
CC1(C)CC(=O)C=C(Nc2ccc(F)cc2)C1,-1,-100,-11,7,3,-9,-16,-6,-5
CC(=O)NC1(c2ccccc2)CCN(CC(=O)N2CCC(C)CC2)CC1,-2,0,8,-12,-11,-15,-8,-1,-22
COc1ccc(SC[C@H](CC(C)C)N2CCN(CCc3ccccc3)CCC2=O)cc1,-8,-14,-4,-6,0,8,5,-4,-15
CN(Cc1ccccc1)C(=O)COc1ccccc1Cl,-1,2,12,-2,0,14,-5,11,19
CCOc1cc2[nH]c(=O)n(Cc3ccc(C(=O)NCCOC)cc3)c(=O)c2cc1OCC,-2,0,-68,-9,5,-8,-1,-4,-13
COC(=O)c1cc(C(=O)NCCCN2CCOCC2)cc([N+](=O)[O-])c1,1,1,2,-1,-2,-1,5,5,0
Cc1cc(C)n2nc(SCC(=O)Nc3ccc(S(=O)(=O)N(C)C)cc3)nc2n1,-3,0,2,-8,8,20,8,11,10
O=C1N[C@@H](Cc2cn(S(=O)(=O)c3ccc([N+](=O)[O-])cc3)c3ccccc23)C(=O)N[C@H]1Cc1ccccc1,-6,-9,9,-5,9,21,-3,-12,2
CCO[C@H]1OC(C(=O)N2CCN(Cc3ccc4c(c3)OCO4)CC2)=C[C@@H](C2CCCCC2)[C@@H]1CCCO,-8,2,32,-10,0,10,-4,11,-18
Cc1cc(C)c2c(N=NN(C)C)[nH]nc2n1,5,0,12,1,5,-8,0,-9,-1
COc1cc(OC)cc(-c2nc(-c3cc4cc(C)ccc4nc3OC)no2)c1,.,-26,-60,.,.,6,1,.,.
COc1ccc(SCc2noc(C(=O)NC(C)C)c2C(=O)O)cc1,0,0,7,-4,7,11,-3,2,-1
CSc1nc2sccc2c(=O)[nH]1,1,-2,2,1,1,-10,1,4,9
Cc1ccc(C)c(NC(=O)CSc2cccc3cccnc23)c1,-3,3,-321,-6,-17,1,-8,6,-10
CC(=O)Oc1ccc(C(C)=O)c2c1OCCO2,-2,-3,-16,1,5,-12,9,9,1
COc1cc(NC(=O)COC(=O)CCc2cc(OC)c(OC)c(OC)c2)cc(OC)c1,1,2,21,3,5,-4,-5,-2,-1
COc1ccc(NC(=O)CC23CC4CC(CC(C4)C2)C3)cn1,1,2,7,3,8,8,1,5,0
CC1CCC(NC(=O)c2ccc(NS(=O)(=O)c3ccc4[nH]c(=O)[nH]c4c3)cc2)CC1 (stereo not given),1,0,10,1,4,-8,-4,1,3
COc1ccccc1C(=O)NC(CCSC)C(=O)NCC(c1ccco1)N(C)C (stereo not given),1,-6,-24,4,-2,4,-5,10,7
CCN(C(=N)N=C(N)N)c1ccccc1,0,-5,8,4,21,-2,-7,-3,5

# Only SENP8 block-2, SENP8 block-1 and SENP1 FRET inh (4 entries from above):
SMILES | SENP8 block-2 | SENP8 block-1 | SENP1 FRET inh
CSc1nc2sccc2c(=O)[nH]1 | 1 | 2 | -2
Cc1ccc(C)c(NC(=O)CSc2cccc3cccnc23)c1 | -6 | -321 | 3
CC(=O)Oc1ccc(C(C)=O)c2c1OCCO2 | 1 | -16 | -3
COc1cc(NC(=O)COC(=O)CCc2cc(OC)c(OC)c(OC)c2)cc(OC)c1 | 3 | 21 | 2

# Later entries
SMILES,MIN6 prolif,SENP1 FRET inh,SENP8 block-1,SENP8 block-2,SENP7 block,PfGluPho inh,HKDC1 inh,UBC13 polyUb,SENP6 block
CCn1c2ccccc2c2nnc(SCC(=O)NCCOC)nc21,1,-1,2,-1,6,7,18,-7,5
O=S(=O)(Nc1ccccn1)c1cccc(S(=O)(=O)c2ccc(Cl)cc2)c1,-2,-3,-45,4,5,-23,-2,-5,0
CCOc1cccc(-c2c(C(=O)N/N=C/c3ccncc3)nnn2-c2nonc2N)c1,0,2,2,-1,-13,-11,-4,-3,-4
CCN(CC)S(=O)(=O)c1ccc(Oc2cccc(C(C)=O)c2)nc1,2,-2,10,5,3,0,-5,-1,-4
CC(=O)Oc1cccc(N2C(=O)C3C4C=CC(C4=C(C)C)C3C2=O)c1 (stereo not given),-1,1,9,4,-4,-11,3,-5,3
CCN1CCN(c2nc3ccccc3nc2C(C#N)S(=O)(=O)c2ccc(C)cc2)CC1 (stereo not given),-2,-24,-164,6,2,-16,1,10,3
C=CCC[C@@H](Cc1ccc(F)cc1)C(=O)OC[C@@H](Cc1c[nH]c2ccccc12)NC(=O)[C@@H](CC=C)CC(=O)NCCO,-4,-1,14,-7,4,35,0,35,-4
O=C(CSc1nc2ccccc2[nH]1)NC1CCCC1,-2,-2,11,0,-10,-10,-8,-7,-24
S=C(NCc1ccccc1)N1CCn2cccc2C1c1ccncc1 (stereo not given),-2,-7,10,-6,3,2,14,-4,3
Cc1ccc2nc(-c3ccc(SCC(=O)N4CCc5ccccc54)nc3)[nH]c2c1,-3,4,-417,-6,3,59,0,-5,20
CCn1c(=O)cc(OCC(=O)Nc2ccc(C)cn2)c2ccccc21,0,3,6,4,1,7,3,4,-4
CCC(=O)N(CCc1ccccc1)Cc1cc2cc(OC)ccc2[nH]c1=O,2,0,-404,-1,-2,2,-4,20,-24
COc1ccc(/C=C(\NC(=O)c2cccs2)C(=O)NCc2ccco2)cc1OC,-1,1,1,5,-2,-8,-6,-7,-11
COc1ccccc1/C=N/NC(=O)c1ccc(CN2C(=O)c3cccc4cccc2c34)cc1,-1,-32,-444,-9,3,25,3,20,-10
Cc1cc(Cl)ccc1OCC(=O)NNC(=O)CCOc1ccccc1,-2,-1,10,2,11,3,-5,10,-2
Cc1ccc(S(=O)(=O)NCC(=O)OCN2C(=O)c3ccccc3C2=O)cc1,0,.,.,-4,0,-13,-8,5,-11
N#C/C(=C(/O)CSc1ncn[nH]1)c1nc2ccccc2[nH]1,-2,-30,-358,-9,-3,-4,-1,-20,-4
CCCS(=O)(=O)c1nc(S(=O)(=O)c2ccc(C)cc2)c(N2CCN(C)CC2)s1,-3,1,14,0,2,-9,-3,-15,15
NS(=O)(=O)c1ccc(CCNCc2ccccc2OCc2ccc(Cl)cc2)cc1,-4,0,32,-6,1,0,1,25,-8
C=CCNC(=O)c1ccc(-c2nc(-c3ccc(Cl)cc3Cl)cs2)cc1,-4,2,-88,-8,-6,-15,-1,-12,-15
CC(=O)c1c(C)[nH]c(C(=O)OCC(=O)Nc2ccc([N+](=O)[O-])cc2Cl)c1C,0,-1,11,6,-1,-5,-1,9,-10
CCCCCCCCCOC(=O)C(CC(=O)O)N1CCOCC1 (stereo not given),-5,2,8,1,8,-12,3,11,9
CC(O)(CS(=O)(=O)Cc1ccccc1Cl)C(=O)Nc1cccc(C(F)(F)F)c1 (stereo not given),-4,0,15,4,1,0,-10,5,1
S=c1c2[nH]cnc2ncn1CCSc1ncnc2nc[nH]c12,.,2,5,.,.,21,-6,.,.
